# From PubChem
# POLH inh – DNA polymerase eta (human) inhibition | Q9Y253 | recombinant Pol eta, fluorescent DNA replication assay | Potency, µM (doses to about 114 µM), for inactives: at the top dose activity change, negative = inhibition, actives largely listed as inhibitors | actives 1.2% (n = 390,000); further: on the % scale 0 is the no-effect control and ±100 the full control effect
#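 Pol eta at 10 nM preincubated with compounds 15 min at room temperature; reaction started with fluorescent substrate (50 nM final) and read kinetically at 0 and 10 min.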
# BLM inh – inhibitors of human Bloom syndrome helicase BLM; P54132; recombinant BLM DNA unwinding, fluorescence dequenching; Potency, µM (series often up to 56.1 µM), for inactives: top-dose activity change, negative = inhibition, hits mostly inhibitors; actives 0.2% (n = 350,000);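 further: plate controls were vehicle for no effect and no enzyme for full effect; nearly all actives have a fitted effect of over 35% in size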
# G9a inh – inhibitors of human histone lysine methyltransferase G9a | Q96KQ7 | Potency, µM (titrated, usually from 102 µM), for the others: at the top dose activity, negative = inhibition, most hits filed as inhibitors | actives 8.8% (n = 350,000) | G9a H3K9 monomethylation, AlphaScreen, 2 h | AID 504332; further: on the % scale 0 is the no-effect control and ±100 the full control effect; nearly all actives have a fitted effect of over 75% in size
# Target sequence (Q96KQ7 913-1193 limits assumed): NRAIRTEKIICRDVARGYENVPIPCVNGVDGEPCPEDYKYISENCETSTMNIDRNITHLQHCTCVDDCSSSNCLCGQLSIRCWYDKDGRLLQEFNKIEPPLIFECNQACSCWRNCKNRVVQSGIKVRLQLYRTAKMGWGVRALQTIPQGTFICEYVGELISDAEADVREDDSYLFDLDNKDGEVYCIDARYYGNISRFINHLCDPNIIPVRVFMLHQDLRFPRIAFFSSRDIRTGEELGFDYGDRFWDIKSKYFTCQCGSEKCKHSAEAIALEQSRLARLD
#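 AlphaScreen read-out: biotin-H3K9 peptide (500 nM) methylation by 20 nM enzyme with 20 uM SAM, 2 h at room temperature after 15 min compound preincubation; anti-monomethyl H3K9 antibody plus donor/acceptor beads, 10 min dark.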
# Pol iota inh – inhibitors of human DNA polymerase iota; Q9UNA4; Pol iota fluorescent replication assay, 10 min; Potency, µM (doses to about 115 µM), for the others: top-dose activity, negative = inhibition, most hits filed as inhibitors; actives 1% (n = 390,000)
#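 Pol iota at 10 nM preincubated 15 min with compounds at room temperature; reaction started with fluorescent substrate, 50 nM final. Fluorescence read kinetically at 0 and 10 min; buffer-only wells as negative control.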
# Pol kappa inh – inhibitors of human DNA polymerase kappa. AID 588579. Q9UBT6. Potency, µM (highest dose often 107 µM), for the others: top-dose activity, negative = inhibition, actives largely listed as inhibitors. purified Pol kappa, fluorescent DNA synthesis assay, 10 min. actives 0.53% (n = 400,000); further: on the % scale 0 is the no-effect control and ±100 the full control effect
#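 Here, compound and 10 nM enzyme are combined for 15 min at room temperature; adding 50 nM substrate (final) starts DNA synthesis, tracked by fluorescence at 0 and 10 min against buffer-only wells.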
# APEX1 inh – inhibitors of human APE1 endonuclease; P27695; recombinant APE1, TAMRA/BHQ-2 abasic DNA cleavage fluorescence; Potency, µM (series often up to 65.8 µM), inactives show at the top dose activity change, negative = inhibition, hits mostly inhibitors; actives 0.35% (n = 350,000); AID 2517;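 further: plate controls were vehicle for no effect and reference inhibitor for full effect; nearly all actives have a fitted effect of over 55% in size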
# Target sequence (P27695 whole entry, looked up): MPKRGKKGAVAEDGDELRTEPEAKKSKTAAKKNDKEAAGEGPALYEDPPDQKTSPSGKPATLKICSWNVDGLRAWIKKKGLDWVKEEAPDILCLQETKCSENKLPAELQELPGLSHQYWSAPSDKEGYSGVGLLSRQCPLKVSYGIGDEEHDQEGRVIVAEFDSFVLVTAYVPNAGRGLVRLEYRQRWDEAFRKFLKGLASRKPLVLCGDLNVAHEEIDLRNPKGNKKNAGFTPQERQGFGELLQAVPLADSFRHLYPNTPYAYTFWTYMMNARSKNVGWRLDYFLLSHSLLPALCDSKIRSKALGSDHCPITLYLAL
#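 Activity was derived from the fluorescence gain between first and third kinetic reads (60 s intervals, ex 525/em 598 nm) after 50 nM THF-abasic TAMRA/BHQ-2 duplex was added to 0.75 nM APE1 preincubated 15 min with compound.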
# POLB inh – inhibitors of human DNA polymerase beta; Potency, µM (titrated, usually from 114 µM), for the others: at the top dose activity change, negative = inhibition, most hits filed as inhibitors; actives 1.3% (n = 340,000); Pol beta primer extension/strand displacement, fluorescence kinetic; P06746; further: on the % scale 0 is the no-effect control and ±100 the full control effect
#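 Curves were derived by four-parameter Hill fits of normalized qHTS data. The kinetic fluorescent primer-extension read was taken at 0 and 10 min after 50 nM substrate, following a 15 min room-temperature preincubation of 10 nM enzyme with compounds.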
# Anesthetic bind – candidate novel general anesthetic via apoferritin binding; apoferritin/1-aminoanthracene competitive binding, fluorescence; P02791; Potency, µM (doses to about 77.5 µM), for the others: at the top dose activity change, negative = displacement, actives largely listed as inhibitors; AID 485281; actives 0.074% (n = 350,000); further: on the % scale 0 is the no-effect control and ±100 the full control effect; nearly all actives have a fitted effect of over 20% in size
# Target sequence (P02791 2-175 limits assumed): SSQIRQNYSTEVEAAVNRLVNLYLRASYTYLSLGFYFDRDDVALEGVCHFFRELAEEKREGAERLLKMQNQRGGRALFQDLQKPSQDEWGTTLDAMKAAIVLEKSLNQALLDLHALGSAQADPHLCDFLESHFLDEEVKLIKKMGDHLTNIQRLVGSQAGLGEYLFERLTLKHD
#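 Horse-spleen apoferritin (10 uM) was mixed with 50% saturated 1-aminoanthracene in PBS, exposed to compounds for 10 min at room temperature, and read for fluorescence (ex 380 nm, em 535 nm). Competitive displacement was fitted with a four-parameter Hill equation.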
# BAZ2B inh – BAZ2B (human) inhibition; Q9UIF8; AlphaScreen BAZ2B-H3K14Ac peptide displacement; Potency, µM (series often up to 114 µM), for the others: at the top dose activity change, negative = inhibition, actives largely listed as inhibitors; actives 4.4% (n = 360,000); further: on the % scale 0 is the no-effect control and ±100 the full control effect; nearly all actives have a fitted effect of over 60% in size
#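 AlphaScreen displacement: compounds (up to 110uM) incubated 30 min at room temperature with a preformed 50 nM BAZ2B/50 nM biotinylated H3K14Ac peptide complex in PBS pH 7.4 with Tween-20. Donor and acceptor beads at 10 ug/mL final added, 20 min light-protected before reading.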
# * = called active by the depositor; ? = inconclusive; . = not tested or not shown; & = joins results of further samples; [ ] = dose if it differs, or a comment. The call rests on the fitted dose curve; in most records, active means well fitted curve in the direction sought with a large enough effect; inconclusive means small, poorly fitted or top-dose-only effect, or another doubt; inactive means no such curve, though single readings can be large; an effect the other way counts as inactive or inconclusive. Potency means the concentration at half of the fitted maximal effect. Some of the compounds tested. The share of hits here may be higher or lower than overall.
SMILES,POLH inh,BLM inh,G9a inh,Pol iota inh,Pol kappa inh,APEX1 inh,POLB inh,Anesthetic bind,BAZ2B inh
CC(C)c1ccc(C(=O)NNC(=O)c2n[nH]c(=O)c3ccccc23)cc1,-21%,.,5µM*,11%,-13%,2%,.,.,8%
COc1ccc(C(CC(=O)Nc2cc(OC)c(OC)c(OC)c2)N2Cc3ccccc3C2=O)cc1 (stereo unspecified),-1%,-3%,-45%[59 µM],-8%,-26%,.,-1%,0%,-30%
COc1ccc(OCC(=O)Nc2ccc(N3CCN(C(=O)c4ccccc4C)CC3)cc2)cc1,6%,9%,?,-6%,-6%,-3%,2%,-18%,3%
CCOC(=O)c1ccc(NC(=S)NC2CC(C)(C)NC(C)(C)C2)cc1,-14%,-15%,.,-16%,2%,-2%,39%,-11%,4%
COc1ccc(Cl)cc1C(=O)O/N=C(\N)c1ccc(Cl)cc1,-19%,0%,-7%[59 µM],110%[activator],-2%,-2%,3%,-12%,11%
CC(C)CC(=O)n1nc(-c2ccco2)nc1NCc1ccc(Cl)cc1,-25%,-4%,-8%[59 µM],13%,9%,.,-6%,-10%,0%
CCCC1=Nc2cc(C(=O)NC(C)c3ccccc3)ccc2Sc2ccc(C)cc21 (stereo unspecified),-10%,-8%,-32%[59 µM],89µM*,?,.,-14%,5%,-18%
CCCCN(CC)CCCNC(=O)Cn1nc(Cc2cccnc2)c2ccccc2c1=O,5%,-10%,15%[59 µM],13%,-6%,4%,43%,-13%,4%
O=C(CN1CCN(CCOCCO)CC1)N1c2ccccc2Sc2ccc(Cl)cc21,6%,-1%,17%[0.501 µM],-1%,0%,23%,6%,-6%,2%
CCc1c(C)nc(SCC(=O)N2CCN(c3ccccc3OC)CC2)[nH]c1=O,-5%,-3%&2%,?,20%&14%,-2%&-3%,-8%,11%&-17%,-5%&-2%,-10%&-4%
CCc1cccc(C)c1N(C(=O)Cn1c(=O)[nH]c2ccccc21)C(C)COC (stereo unspecified),-12%,-3%,?,5%,-15%,7%,-28%,?,-36%
O=C(Cc1ccccc1)NCC(=O)Nc1cc(Cl)ccc1Cl,-25%,-1%,9%,190%[activator],-6%,-9%,2%,-2%,3%
O=C(CN1CCN(c2ccc(Cl)cc2)CC1)Nc1ccc(F)cc1,-10%,-17%,-1%[12.7 µM],11%,-27%,3%,0%,-6%,-12%
CN(C)c1ccc(-c2nc(-c3ccncc3)no2)cc1[N+](=O)[O-],3%,-1%,-29%[59 µM],-24%,-10%,.,-14%,?,-12%
Cc1[nH]c(C)c(S(=O)(=O)Nc2cccc(Cl)c2C)c1C(=O)N1CCCC1,-14%,0%,0%,15%,0%,4%,-4%,4%,-19%
CC1CC(C)CN(CC(C)(C)NS(=O)(=O)c2ccccc2)C1 (stereo unspecified),-6%,-2%,8.9µM*,3%,-13%,13%,6%,-11%,50µM*
CC(=O)c1cccc(NC(=O)C2=CC(c3ccc(F)cc3)=NS(=O)(=O)N2C)c1,-18%,-2%,-2%[59 µM],49%[activator],-6%,.,1%,0%,4%
CC(C)(C)NC(=O)C(c1ccc(F)cc1)N(CC1CCCO1)C(=O)CCC(=O)Nc1ccccn1 (stereo unspecified),-19%,-4%,22%,74%[activator],0%,25%,94%,-1%,4%
CCOc1ccc(C(=O)NC(=S)Nc2ccc(NC(=O)CC)cc2)cc1[N+](=O)[O-],-7%,-6%,24%[59 µM],-11%,-14%,-5%,-7%,?,7%
CCOc1ccc(CN(C)C(=O)c2cccnc2OCC)cc1OC,-11%,1%,?,45%[activator],-9%,18%,52%[activator],-5%,.
COc1ccccc1Nc1nc(-c2c(C)nc3ncccn23)cs1,-21%,-3%,?,78%[activator],-4%,1%,2%,-23%,?
Cc1ccc2c(c1)N(C(=O)CCC(=O)NC1CCN(Cc3ccccc3)CC1)CC(C)O2 (stereo unspecified),-4%,0%,21%,7%,0%,13%,7%,-18%,9%
Cn1c(=O)c2c(ncn2CC(=O)N/N=C/C=C/c2ccco2)n(C)c1=O,-17%,-28%,.,?,-34%,23%,?,-3%,-10%
Cc1ccc(-n2ncc(C(=O)N3CCc4ccccc4C3)c2NC(=O)c2ccco2)cc1C,-9%,-22%,25µM*,0%,-9%,6%,-2%,-9%,-11%
Cc1nc(SCc2ccccc2F)c2cnn(-c3ccccc3)c2n1,.,-8%,264%[activator],.,.,13%,23%,-3%,106%[activator]
N#CC(=C1CCCC1)c1nc(-c2ccccc2)cs1,-7%,-10%,?,1%,-2%,-3%,23%,?,74%[activator]
Cc1cc(-c2ccc(C)c(S(=O)(=O)N(Cc3cccs3)C(C)C)c2)on1,-20%,-7%,7%[59 µM],-8%,-11%,.,-20%,42%[activator],-3%
O=C1C2CCCN2C(c2ccccc2)N1c1cccc(Cl)c1 (stereo unspecified),-20%,-3%,-12%,13%,2%,12%,-2%,-15%,-4%
COC(=O)c1ccc(COc2ccc3ccc(=O)oc3c2)o1,-13%,-2%,8%,8%,4%,26%,-3%,-1%,-10%
CCOc1ccc(N2CC(C(=O)NCCN3C(=O)S/C(=C\c4ccc(OC)cc4)C3=O)CC2=O)cc1 (stereo unspecified),-24%,-7%,16%[59 µM],5%,-9%,15%,0%,4%,-10%
COCCNC(=O)C(OC(=O)CC1Sc2ccccc2NC1=O)c1ccccc1 (stereo unspecified),-9%,3%,-6%[59 µM],-1%,-6%,8%,0%,-1%,8%
CC(=O)c1cccc(NC(=O)C23CC4CC(C2)CC(n2cncn2)(C4)C3)c1,-16%,-5%,-32%[59 µM],25%,-6%,7%,1%,1%,-30%
CCC1Oc2ccccc2N(CC(=O)NCCCN2CCN(Cc3ccccc3)CC2)C1=O (stereo unspecified),-1%,-2%,18%[59 µM],8%,-1%,1%,9%,-5%,2%
CCc1cc(=O)oc2cc(OCC(=O)NCC3CCC(C(=O)O)CC3)ccc12 (stereo unspecified),-14%,0%,25%,-4%,-2%,46%[activator],?,-7%,-26%
CN(C)S(=O)(=O)c1ccc(C(=O)Nc2nnc(-c3ccco3)o2)cc1,-3%,-6%,-4%,3%,-16%,-1%,-3%,-5%,79µM*
CCOc1ccc(-n2c(=O)c3c(C)c(C)sc3n(CC(=O)c3ccccc3)c2=O)cc1,9%,4%,-3%[59 µM],-11%,-1%,.,9%,-35%,11%
Cn1cc(CCC(=O)N2CCCC(N3CCN(c4ccccc4F)CC3)C2)cn1 (stereo unspecified),-15%,1%,2%,41%[activator],-13%,79%[activator],0%,-4%,-14%
Cc1oc(-c2ccccc2F)nc1Cn1c(SCc2ccccc2F)nc2ccncc21,-10%,-6%,13µM*,-29%,-26%,.,6%,4%,?
Cc1cccc(C)c1NC(=O)CNC(=O)C(NC(=O)c1ccc(C(C)(C)C)cc1)C(C)C (stereo unspecified),-5%,4%,27%,6%,-11%,2%,0%[57.1 µM],-7%,0%
COc1ccc(OC)c(NC(=O)CSc2nc3ccccc3c3nc4ccccc4n23)c1,.,-11%,17%[59 µM],.,.,5%,-22%,10%,9%
CC(C)(C)c1cc(P(=O)(c2ccccc2)c2ccccc2)ccc1O,7%,-1%,4%,10%,-12%,-1%,25%,-6%,1%
O=C(CNC(=O)c1ccc(Br)cc1)NCc1cccnc1,-8%,2%,6%,32%[activator],9%,1%,1%,-2%,7%
CC1(C)Cc2c(cnn2-c2ccc(F)cc2)C(NC(=O)CCn2cncn2)C1 (stereo unspecified),-23%,0%,-14%,17%,-7%,7%,28%,-14%,-12%
CCC(c1c(C)[nH]oc1=O)c1c(C)[nH]oc1=O,-1%,1%,?,-7%,-11%,-3%,-1%,-10%,-97%
CCC(Sc1ccc2nnc(-c3ccc(OC)c(OC)c3)n2n1)C(=O)O (stereo unspecified),-3%,-3%,7.9µM*,2%,9%,0%,13%,-5%,-1%

# Three entries picked at random from the list so far:
SMILES,POLH inh,BLM inh,G9a inh,Pol iota inh,Pol kappa inh,APEX1 inh,POLB inh,Anesthetic bind,BAZ2B inh
COc1ccc(OCC(=O)Nc2ccc(N3CCN(C(=O)c4ccccc4C)CC3)cc2)cc1,6%,9%,?,-6%,-6%,-3%,2%,-18%,3%
CC(=O)c1cccc(NC(=O)C23CC4CC(C2)CC(n2cncn2)(C4)C3)c1,-16%,-5%,-32%[59 µM],25%,-6%,7%,1%,1%,-30%
CC1CC(C)CN(CC(C)(C)NS(=O)(=O)c2ccccc2)C1 (stereo unspecified),-6%,-2%,8.9µM*,3%,-13%,13%,6%,-11%,50µM*

# Continuation.
SMILES,POLH inh,BLM inh,G9a inh,Pol iota inh,Pol kappa inh,APEX1 inh,POLB inh,Anesthetic bind,BAZ2B inh
CC1CC(NS(=O)(=O)c2cccs2)CC(C)(C)C1 (stereo unspecified),-3%,-2%,-1%[12.7 µM],15%,-5%,13%,20%,?,12%
COc1ccccc1NC(=O)CCNS(=O)(=O)c1ccc2c(c1)CCN2C(=O)C1CC1,-7%,-1%,31%[59 µM],-5%,-10%[60.1 µM],.,6%,47%[activator],-5%
COc1ccc(OC)c(S(=O)(=O)Nc2ccccc2F)c1,15%,0%,12%[12.7 µM],15%,-8%,-4%,10%,-12%,-1%
O=C(Nc1ccc(S(=O)(=O)Nc2cnc3ccccc3n2)cc1)c1ccc([N+](=O)[O-])cc1Cl,6%,-3%,?,-23%,2%,38%,-6%,-10%,-22%
COc1ccccc1CNCC(O)Cn1c2ccccc2c2ccccc21 (stereo unspecified),-20%,53%[activator],-53%[59 µM],-22%,-5%[60.1 µM],3%,-18%,9%,-33%
COc1ccccc1N1CCN(c2ncnc3onc(-c4cccc(Cl)c4)c23)CC1,-10%,-2%,6%[59 µM],27%,-14%,.,4%,-4%,-2%
